Assay outcomes as filed in PubChem BioAssay.
ZTA counter: counter-screen for EBNA-1 inhibitors: inhibitors of Epstein-Barr virus ZTA; ZTA-DNA binding, fluorescence polarization; inhibition, % at 11 µM; actives 0.15% (n = 320,000); AID 2234; in the data active means inhibition above about 33%
Target sequence (P03206 whole entry, looked up): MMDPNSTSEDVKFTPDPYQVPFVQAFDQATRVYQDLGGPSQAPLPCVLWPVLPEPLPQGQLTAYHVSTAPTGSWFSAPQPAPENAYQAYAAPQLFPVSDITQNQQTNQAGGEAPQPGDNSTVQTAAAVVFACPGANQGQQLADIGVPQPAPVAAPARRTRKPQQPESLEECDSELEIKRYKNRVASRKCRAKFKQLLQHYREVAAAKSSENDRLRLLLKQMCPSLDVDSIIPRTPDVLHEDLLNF
MCL1-BIM inh: inhibitors of MCL1 binding to BIM-BH3, primary screen, biochemical, fluorescence polarization; Induced myeloid leukemia cell differentiation protein Mcl-1 (Homo sapiens), Q07820; GST-MCL1 / FITC-Bim-BH3 fluorescence polarization; inhibition, % at 10.9 µM; actives 0.68% (n = 320,000);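 active means inhibition above the mean inhibition of all tested compounds plus 3 SD, set per campaign, cut at about 40% in these data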;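 further: 0% = DMSO wells and 100% = unlabeled Bim-BH3 peptide control; higher means more loss of mP so more displacement of Bim peptide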
Target sequence (Q07820 whole entry, looked up): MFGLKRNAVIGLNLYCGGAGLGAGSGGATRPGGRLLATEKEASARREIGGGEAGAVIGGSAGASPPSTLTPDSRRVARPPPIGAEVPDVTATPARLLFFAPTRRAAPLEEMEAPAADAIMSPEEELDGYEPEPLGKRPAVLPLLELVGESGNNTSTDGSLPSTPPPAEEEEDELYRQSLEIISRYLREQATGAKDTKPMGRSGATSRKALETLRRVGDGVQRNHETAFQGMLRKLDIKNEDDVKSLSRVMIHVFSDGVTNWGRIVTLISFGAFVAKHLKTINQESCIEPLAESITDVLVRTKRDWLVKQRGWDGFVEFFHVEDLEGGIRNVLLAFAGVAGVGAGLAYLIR
EBNA-1 inh: EBNA-1 DNA-binding inhibitors, primary screen, biochemical, fluorescence polarization; inhibition, % at 14.8 µM; actives 0.34% (n = 300,000); in the data active means inhibition above about 28%
CR mimetic SO: reduction of superoxide in aged yeast, primary screen, HTS. actives 0.18% (n = 330,000). S. cerevisiae aged cells, superoxide DHE fluorescence; active compounds read low. superoxide response (% of plate mean), % at 10 µM. AID 2690, 2010;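 active means superoxide response under a set limit, about three screen SD below normal, cut at about 65% in these data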;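 further: yeast aged for seven days with compound at 30 °C before DHE staining; 100% = average MFI of all compound-treated wells on the plate with controls excluded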
Fam108B inh: mouse Fam108B serine hydrolase inhibitors, primary screen, counter-screen for RBBP9 inhibitor project, biochemical, fluorescence polarization | recombinant Fam108B, FP-Rh probe fluorescence polarization | inhibition, % at 9.51 µM | actives 0.33% (n = 300,000) | AID 1947, 2009;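 active means inhibition above the screen mean inhibition plus 3 SD, computed separately per campaign, cut at about 18% in these data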;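 further: inhibitors lower polarization as less probe binds the enzyme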
Efflux pump mplx: inhibitors of Candida efflux pumps in yeast, primary screen, S. cerevisiae, Nile Red, multiplex. inhibition, % at 10 µM. AID 485275, 2010. S. cerevisiae Candida pump triplex. actives 0.44% (n = 330,000);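 active means plate passing quality check with inhibition over a set limit, or well fluorescence over plate mean plus 4 SD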;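 further: Nile Red retained in pooled yeast measured as flow cytometry median fluorescence; 0% = buffer negative control and 100% = Enniatin B positive control; higher means more Nile Red kept so more efflux inhibition; some compounds called inactive have numbers as strong as hits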
GLD-1 TGE inh: GLD-1/TGE RNA complex disruptors, primary screen, biochemical, fluorescence polarization; purified GLD-1 + fluorescein TGE RNA; AID 2280, 2010; actives 0.44% (n = 320,000); inhibition, % at 5.96 µM;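 active means percent inhibition above a per-plate cutoff, the plate mean of test compounds plus 3 SD, cut at about 30% in these data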;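 further: 0% = DMSO wells with GLD-1 and probe and 100% = wells lacking GLD-1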
Target sequence (Q17339 whole entry, looked up): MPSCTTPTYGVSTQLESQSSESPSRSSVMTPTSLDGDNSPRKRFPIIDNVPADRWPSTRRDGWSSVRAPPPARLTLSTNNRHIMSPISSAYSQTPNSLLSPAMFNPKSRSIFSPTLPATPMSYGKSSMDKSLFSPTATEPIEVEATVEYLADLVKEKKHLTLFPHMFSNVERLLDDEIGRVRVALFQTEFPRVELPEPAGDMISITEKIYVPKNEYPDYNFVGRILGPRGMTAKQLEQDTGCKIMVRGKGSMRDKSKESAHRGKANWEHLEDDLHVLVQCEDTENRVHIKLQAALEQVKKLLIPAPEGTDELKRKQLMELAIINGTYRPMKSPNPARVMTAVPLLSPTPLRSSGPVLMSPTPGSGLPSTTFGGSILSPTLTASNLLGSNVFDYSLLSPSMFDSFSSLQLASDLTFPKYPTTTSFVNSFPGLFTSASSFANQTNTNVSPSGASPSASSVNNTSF
MEX-5 binding: MEX-5 zinc finger RNA-binding disruptors – biochemical, C. elegans, fluorescence polarization, MLPCN library, primary screen | Zinc finger protein mex-5 (Caenorhabditis elegans), Q9XUB2 | MEX-5/FITC-TCR2 RNA binding; active compounds read low | activity score (negative = inhibition of binding), % at 10 µM | actives 0.38% (n = 300,000);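 active means inhibition past about -25% in most replicates, and total fluorescence under double the plate's negative control median, limit read from the data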;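 further: 0% = DMSO and -100% = 5 µM competing unlabeled TCR2 RNA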
BCLXL inh: inhibitors of human Bcl-xL, primary screen, biochemical, fluorescence polarization, HTS; Bcl-2-like protein 1 (Homo sapiens), Q07817; GST-Bcl-xL / FITC-Bim BH3 peptide fluorescence polarization; inhibition, % at 10.9 µM; actives 0.7% (n = 320,000);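 active means inhibition above the mean of all tested compounds plus 3 SD, cutoff set per campaign, cut at about 30% in these data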;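 further: 0% = DMSO wells and 100% = unlabeled Bim-BH3 peptide competitor; inhibitors lower millipolarization by displacing the labeled peptide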
Active calls of the source: *; · = not tested or not shown.

SMILES	ZTA counter	MCL1-BIM inh	EBNA-1 inh	CR mimetic SO	Fam108B inh	Efflux pump mplx	GLD-1 TGE inh	MEX-5 binding	BCLXL inh
CCCn1c(SCC(=O)Nc2nnc(-c3ccccc3)s2)nnc1-c1ccccn1	3.6	-3.9	4.4	109.2	0.1	0.0	2.8	2.1	1.0
COc1ccc(/C=N/NC(C)(C)C)c(OC)c1	-11.0	-2.6	5.5	98.4	-2.4	0.0	3.8	-3.8	6.3
Cc1nc2scc(C)n2c(=O)c1S(=O)(=O)NCc1ccccc1Cl	-0.4	7.2	-5.6	101.3	-2.8	0.0	0.5	2.8	5.6
Cn1cccc1/C=C1\SC(=O)N(c2ccc(O)cc2)C1=O	-10.8	6.1	-5.3	97.1	5.1	0.1	-0.3	14.0	6.3
CCc1cccc(NC(=O)c2cnn(-c3ccccc3)c2C)c1	5.9	2.0	7.2	98.2	4.7	0.0	8.0	-0.1	0.9
O=C(NN1C(=O)C2C3C=CC([C@H]4CC34)[C@@H]2C1=O)c1ccc(Br)cc1 (stereo not given in full)	-8.9	-1.7	-6.6	84.2	-2.6	0.0	-0.7	-1.6	4.8
COC(=O)C1(C)NC(c2ccc(F)cc2)C2C(=O)N(c3ccc(C)cc3)C(=O)C21 (stereo not given)	13.6	5.1	5.6	88.8	2.8	0.1	3.1	0.0	5.1
CC(C)N(Cc1ccccc1)C(=O)CCc1ccccc1	1.0	0.1	4.8	96.2	5.2	-0.1	3.6	2.3	2.9
CCN1C(=O)CSC1=NC12CC3CC(CC(C3)C1)C2	2.1	0.6	-0.6	90.0	4.7	0.1	5.5	1.3	-3.5
CC1Cc2ccccc2N1C(=O)COC(=O)CSc1ccc(F)cc1 (stereo not given)	10.9	0.8	1.0	96.7	0.4	-0.1	0.3	2.5	0.2
CCCn1c(N2CCN(C(=O)Nc3ccccc3)CC2)nc2ccccc21	9.0	-1.3	-1.3	91.7	1.9	0.0	3.2	2.5	-1.1
CC1=CC=CC2=NC(=O)CC(C)(C(=O)N(CC(=O)NC(C)C)C3CCCC3)N12 (stereo not given)	6.2	2.6	10.5	100.2	5.7	0.0	2.7	-1.1	2.0
COc1ccccc1CNC(=O)C1CCN(c2nc3ccccc3o2)CC1	4.9	10.0	3.1	134.1	0.9	0.2	8.8	·	5.9
CC1CN(C(=O)CCC(=O)N2CCCCC2)c2cc(Cl)ccc2O1 (stereo not given)	-17.8	1.4	-0.9	132.0	-5.8	0.2	-0.5	2.9	3.3
Cc1cc(C)n(CCc2nc(-c3ccc(C)o3)cs2)n1	8.9	23.1	-1.5	104.0	4.5	0.4	12.9	-1.6	5.1
CCCNC(=O)C1CC(=O)N(c2ccc(OCC(=O)Nc3cccc(C)c3C)cc2)C1 (stereo not given)	16.3	-7.8	-5.5	115.1	-2.6	0.4	2.2	0.9	-4.0
CCC1=NNc2cccc3c(OC)ccc1c23	18.6	125.9*	-6.2	55.5*	14.1	0.2	10.9	-0.5	115.7*
CCOc1cc(S(=O)(=O)n2cc(-c3ccc(F)cc3)c(N)n2)cc(OCC)c1OCC	-3.4	1.0	-7.4	96.7	6.4	0.1	2.3	2.6	10.4
O=C1[C@@H]2[C@H](C(=O)N1Cc1ccco1)[C@H]1C=C[C@@H]2C1	-20.3	-5.9	-10.6	118.2	4.6	0.2	11.1	1.7	-4.3
CCOC(=O)Cn1c(C)cc(=O)c2cccc(C)c21	-14.6	8.8	-0.2	103.7	3.2	-0.1	3.2	1.3	1.4
CCCOc1ccc(C(=O)Nc2ccc3c(c2)OCCO3)cc1	-9.8	-0.3	-3.2	110.4	3.0	-0.1	0.0	2.0	-1.7
CCOc1ccc(Nc2nc(Cc3nnc(SCC(=O)c4ccc(C)c(C)c4)o3)cs2)cc1	12.8	5.1	-2.9	109.2	1.1	0.0	12.9	-1.4	4.0
CCN1CCCC1CNC(=O)c1cc(COc2ccc(C)c(C)c2)on1 (stereo not given)	-5.0	0.3	-15.1	87.6	0.9	0.2	-4.5	0.5	2.9
COc1c(OC(C)=O)ccc(/C=C/c2ccc3ccccc3n2)c1[N+](=O)[O-]	-18.5	2.4	-6.2	112.4	6.2	0.0	2.8	-0.3	2.9
CCOC(=O)c1sc(NC(=O)CSc2nnc(C(C)C)n2CC)nc1C	-7.5	-5.5	3.9	98.7	0.4	0.0	0.4	-0.9	2.9
CCOc1ccccc1CN1CCC(N2CCC(C(=O)NC3CC3)CC2)CC1	7.5	2.5	1.4	94.0	-5.3	0.1	-4.7	-1.1	7.6
CCOC(=O)N1CCN(S(=O)(=O)c2ccc3c(c2)CCN3C(=O)CC)CC1	9.4	3.2	4.5	100.2	-0.7	-0.1	-2.9	3.2	1.9
Cc1ccc(Nc2nc(C(=O)N3CCC(C(=O)NC(C)C)CC3)cs2)cc1	11.9	-5.2	2.3	100.9	-0.7	-0.2	4.1	0.4	-0.1
Cc1cccc(C)c1NC(=O)CNC(=O)c1ccc(COc2ccccc2)o1	-7.6	-0.5	·	90.3	·	0.0	2.0	·	-0.5
CCOC(=O)c1ccc(NC(=O)Nc2cc(C)cc(C)n2)cc1	-9.8	1.3	-2.9	91.8	2.5	0.0	1.5	1.2	5.5
CC(=O)c1ccccc1OCC(O)CN1CCN(c2ccccn2)CC1 (stereo not given)	1.3	-0.5	-17.1	106.4	-3.1	0.3	-3.7	-0.4	4.6
Cc1cc2c(cc(C(=O)OC(C(=O)NC3CCCCC3)C(C)C)n2C)o1 (stereo not given)	-12.2	3.9	·	106.3	·	0.4	-0.8	·	2.1
CC(Sc1ccccn1)C(=O)NC1CCCC1 (stereo not given)	-3.7	1.2	·	98.7	·	-0.2	2.4	·	4.2
Cc1cc(NC(=O)CN2C(=O)NC3(CCCCC3)C2=O)no1	-11.1	5.1	-18.6	97.4	4.0	0.0	-6.8	0.3	-1.0
CCOC(=O)C1=C(C)N(CCCC(=O)O)C(=O)NC1c1cc2ccccc2c2ccccc12 (stereo not given)	-6.0	1.6	9.9	95.7	2.3	0.1	3.4	-0.2	1.0
CCn1cc(C(=O)NCc2cccs2)c(=O)c2cc(S(=O)(=O)N3CCOCC3)ccc21	-0.4	-0.9	-2.5	97.2	1.0	0.0	-1.9	3.9	5.0
O=C(Nc1ccc(Cl)cn1)c1ccc2c(c1)OCCO2	-8.3	8.8	-10.6	107.5	-1.5	0.1	12.6	-1.6	3.3
O=C(COC(=O)c1cnccn1)Nc1ccc(Cl)cn1	4.6	3.7	-4.4	94.0	-0.5	0.1	7.6	0.5	5.0
CC1CCN(CCCn2c(=S)[nH]c3c(sc4ccc([N+](=O)[O-])cc43)c2=O)CC1	-9.7	0.2	11.9	98.9	6.6	-0.1	4.2	-1.5	-8.3
Cn1c(=O)cc(N2CCN(C(=O)c3ccco3)CC2)[nH]c1=O	-5.3	-1.7	-7.7	100.5	0.7	-0.2	8.0	-2.4	3.6
O=C(Nc1nnc(-c2cccs2)s1)c1cccc(F)c1	-7.6	-0.6	-2.8	116.9	-0.7	-0.1	7.6	·	-1.7
O=C(Oc1ccc(-c2nnco2)cc1)c1ccc(F)c(S(=O)(=O)N2CCOCC2)c1	2.4	-2.7	-4.0	104.1	-1.4	0.0	2.4	-0.7	-0.7
Cc1ccc2nc(-c3cccc(Br)c3)cc(C(=O)NCC3CCCO3)c2c1 (stereo not given)	0.9	6.7	-4.5	91.6	2.5	0.0	-1.9	-0.1	6.1
Cc1ccc(-c2nnc(NCc3ccccc3)c3ccccc23)cc1	-2.3	-4.3	-2.0	100.5	-5.8	-0.3	-2.3	-1.5	1.8
COc1nc(NCCO)nc(Nc2ccccc2F)n1	6.5	-4.7	2.4	86.0	0.5	0.1	2.6	0.7	-2.3
CCN(CC)S(=O)(=O)c1ccc(Cl)c(C(=O)Nc2cccnc2)c1	-14.8	-0.3	6.3	83.6	3.0	-0.1	7.3	-2.2	3.9
COc1ccc(OC)c(C(=O)CCCC(=O)c2cc(OC)ccc2OC)c1	2.8	7.1	-16.4	118.1	-1.1	0.1	-5.3	2.9	6.4
CCc1nn(CC(=O)N2CCN(CC)CC2)c(=O)c2cccn12	-6.2	-1.8	-8.7	84.9	0.1	0.1	-1.5	-2.6	-3.5
COc1cccc(N2CCN(CC(=O)NCc3cccs3)CC2)c1	1.6	7.2	-10.0	95.1	-0.4	0.2	-3.0	-0.3	6.1
CCOC(=O)c1c(CC(C)C)csc1NC(=O)C(C)C	1.1	1.6	-2.8	88.1	-3.4	0.0	9.0	2.8	9.1
Nc1ccc(-c2nc3ccc([N+](=O)[O-])cc3[nH]2)cc1	6.8	2.5	5.5	92.9	11.4	0.0	3.7	0.7	2.9
CC(C)Cc1ccc(C(C)C(=O)Nc2cccnc2)cc1 (stereo not given)	-22.6	2.7	-9.3	117.2	4.8	-0.2	3.5	-3.5	1.5
O=C(CN1CCN(C(=O)c2cccc(-n3cnnn3)c2)CC1)Nc1ccccc1Cl	-10.5	-7.1	·	103.2	·	-0.3	-4.2	·	-5.2
Cc1ccc(S(=O)(=O)N2CCN(c3ccnc4cc(Cl)ccc34)CC2)cc1	1.1	-5.1	1.6	96.1	-4.7	0.1	5.5	-0.2	2.6
CCOc1ccc2c(c1)nc(NCCCO)n2Cc1ccccc1	-2.3	-11.3	-15.6	98.5	-6.2	0.2	-1.1	-1.0	-1.2
O=C(NCc1ccccc1)C1=C[C@@H](c2coc3ccccc3c2=O)C[C@@H](OCc2ccc(CO)cc2)O1	1.3	6.0	2.4	101.0	-3.7	0.1	3.5	0.5	2.9
Cn1c2c(c3ccccc31)CCSC2=O	3.0	-1.4	6.8	98.5	-0.3	0.0	6.8	0.5	0.5
COC(=O)c1c(C)oc2cc(Br)c(OCC(=O)C(C)(C)C)cc12	10.2	7.8	-2.3	122.0	-1.0	0.0	-0.4	-2.3	5.4
COCCn1c(C)cc(C(=O)CSc2nnc(C3CC3)n2C2CC2)c1C	10.5	9.1	·	86.8	·	0.0	6.1	·	4.6
Cc1ccc(/C=N/N(C)C2=NS(=O)(=O)c3ccccc32)o1	-4.9	0.1	-1.0	82.5	-3.1	0.0	-6.0	-0.3	8.3
CN(C(=O)c1ccc(NC(=O)Cc2cccc(NC(=O)C3CCN(C(=O)C4CC4)CC3)c2)cc1)C1CCCC1	-10.1	8.8	·	97.8	·	0.0	2.3	·	5.1
Cc1ccc(S(=O)(=O)N(C)CC(=O)Nc2ccccc2N2CCCC2)cc1	9.7	1.6	·	119.2	·	-0.4	1.9	·	3.0
O=C(CN1C(=O)c2ccccc2C1=O)N1CCCCC1	-4.0	1.1	-2.3	89.7	1.6	0.0	6.1	0.7	8.1

A different layout for some results above:
Structure,ZTA counter,MCL1-BIM inh,EBNA-1 inh,CR mimetic SO,Fam108B inh,Efflux pump mplx,GLD-1 TGE inh,MEX-5 binding,BCLXL inh
CCC1=NNc2cccc3c(OC)ccc1c23,18.6,125.9*,-6.2,55.5*,14.1,0.2,10.9,-0.5,115.7*
Cn1cccc1/C=C1\SC(=O)N(c2ccc(O)cc2)C1=O,-10.8,6.1,-5.3,97.1,5.1,0.1,-0.3,14.0,6.3
